C-LANA FP: inhibitors of KSHV LANA C-terminal domain DNA binding | 340,000 tested, 0.078% active | inhibition, % at 9 µM | MBP-C-LANA/FAM-LBS DNA binding, fluorescence polarization;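 active means highest replicate inhibition at or above 60% at 9 µM, even if other replicates fall short; inactive means all replicates below 60% inhibition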;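 further: 0% = neutral control wells and 100% = 4 µM acridine orange control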
NSD2 inh: NSD2 (human) methyltransferase inhibition; O96028; NSD2 peptide methylation, AlphaScreen, 120 min; inhibition, % at 12.5 µM; 310,000 tested, 0.54% active; AID 743445; in the data active means inhibition above about 50%
Cardiac RTF inh: cardiac RTF calcium desensitization | AID 493244 | 340,000 tested, 0.12% active | P19429+P45379 | inhibition, % at 7.15 µM | IANBD-labeled cardiac RTF, Ca2+ fluorescence;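 active means inhibition above the mean inhibition of all tested compounds plus 3 SD, cut at about 17% in these data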;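 further: assay run at fixed EC70 calcium of 1.6 mM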
V-ATPase pH: yeast V-ATPase proton transport regulation by pHLuorin; S. cerevisiae, pHLuorin cytosolic pH fluorescence; response, % at 10 µM; 350,000 tested, 0.37% active; AID 504577; in the data active means response mostly above about 7.3%, no sharp cut-off; inactive means mostly below about 5.4%; further: actives read high; inactives centre near 0; some compounds called inactive have numbers as strong as hits
Keap1-Nrf2 PPI: disrupts human Keap1 binding to Nrf2 peptide; Q14145; Keap1 Kelch-Nrf2 peptide fluorescence polarization, 1536-well; inhibition, % at 9.4 µM; 340,000 tested, 0.15% active; in the data active means inhibition above about 12%;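 further: human Keap1 Kelch domain with fluorescein labeled Nrf2 9mer peptide probe; 0% = neutral control wells and 100% = peptide positive control; higher means more block of Keap1 binding to Nrf2 peptide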
Pemphigus Ab inh: blocks pemphigus antibody binding to human desmoglein-3; P32926; DSG3-coupled beads, scFv-anti-DSG3-GFP binding, flow cytometry; hits give low values; binding (percent of control), % at 10 µM; 310,000 tested, 0.48% active;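 active means binding more than 3 SD below its plate's average and above zero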;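 further: hits lower antibody fragment binding to DSG3; some compounds called inactive have numbers as strong as hits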
Target sequence (P32926 whole entry, looked up, the tested form may be a part): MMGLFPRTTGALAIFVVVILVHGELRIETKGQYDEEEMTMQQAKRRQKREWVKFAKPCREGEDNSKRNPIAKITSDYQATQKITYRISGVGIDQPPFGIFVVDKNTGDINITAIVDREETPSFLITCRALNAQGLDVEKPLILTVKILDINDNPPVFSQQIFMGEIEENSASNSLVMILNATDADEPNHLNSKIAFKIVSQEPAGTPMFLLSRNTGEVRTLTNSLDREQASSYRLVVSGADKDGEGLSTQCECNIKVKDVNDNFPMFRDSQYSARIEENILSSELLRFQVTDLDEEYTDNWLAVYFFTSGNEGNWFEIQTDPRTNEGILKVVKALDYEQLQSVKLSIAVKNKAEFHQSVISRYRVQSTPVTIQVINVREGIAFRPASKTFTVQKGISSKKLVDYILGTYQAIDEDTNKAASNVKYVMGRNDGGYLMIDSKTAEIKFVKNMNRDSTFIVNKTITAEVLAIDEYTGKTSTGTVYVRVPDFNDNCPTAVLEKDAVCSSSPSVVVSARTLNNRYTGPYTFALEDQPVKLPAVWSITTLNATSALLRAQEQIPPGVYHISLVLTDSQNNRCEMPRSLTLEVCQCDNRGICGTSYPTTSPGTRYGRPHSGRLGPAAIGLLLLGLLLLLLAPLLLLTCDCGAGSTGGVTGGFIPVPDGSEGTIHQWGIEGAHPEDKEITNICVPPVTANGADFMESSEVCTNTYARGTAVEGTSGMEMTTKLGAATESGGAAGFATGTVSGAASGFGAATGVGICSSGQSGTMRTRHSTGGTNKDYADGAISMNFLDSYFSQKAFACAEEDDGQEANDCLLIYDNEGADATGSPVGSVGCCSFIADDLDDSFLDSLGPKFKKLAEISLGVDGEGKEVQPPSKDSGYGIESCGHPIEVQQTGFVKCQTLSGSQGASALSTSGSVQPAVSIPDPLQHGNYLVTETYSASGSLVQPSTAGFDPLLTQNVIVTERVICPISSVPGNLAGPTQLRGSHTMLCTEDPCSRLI
CAL PDZ FP-1: inhibitors of human CAL PDZ peptide binding | Q9HD26 | purified CAL PDZ, TMR-peptide fluorescence polarization, 1 h | inhibition, % at 24.9 µM | 300,000 tested, 0.92% active | AID 602252;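 active means mean inhibition of at least 30% with at least half of replicates also reaching 30%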;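 further: 0% = DMSO neutral control and 100% = excess unlabeled competitor peptide PRC23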
Arr AP2 block: blocks beta-arrestin peptide binding to AP2 adaptin; AID 504490; FITC-arrestin peptide / GST-AP2 beads, flow cytometry; AP2 beta2 appendage carries R879A mutation; 340,000 tested, 0.31% active; inhibition, % at 10 µM;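 active means inhibition above a set limit, near 3 SD of compounds lacking own fluorescence, cut at about 54% in these data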;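 further: plate controls were DMSO wells for no effect and 5 µM unlabelled arrestin peptide for full effect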
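System: GST-AP2 R879A glutathione beads. Medium: PBS with 0.05% Tween 20 and 0.1% BSA. Also added: FITC-arrestin peptide, 50 nM. Incubation: 12 min plus 1 h, RT. Measured by: high-throughput flow cytometry of beads, ex 488, em 535 nm. Evaluation: percent drop in bead-associated FITC signal.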
CAL PDZ FP-2: human CAL PDZ-peptide interaction inhibition; Q9HD26; purified CAL PDZ, TMR-peptide fluorescence polarization, 1 h; inhibition, % at 20 µM; 330,000 tested, 0.02% active; AID 504414;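 active means highest replicate inhibition of at least 40%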;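 further: plate controls were DMSO neutral control wells for no effect and unlabeled competitor peptide control wells for full effect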
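Control set: unlabelled peptide and DMSO controls / Material: purified CerCALP PDZ construct / Timing: 1 h incubation at room temperature before polarization reading / Doses: 20 µM, one dose / Detection: fluorescence polarization (mP)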
DAGLB inhibitor: blocks human DAGLB lipase activity | 340,000 tested, 0.059% active | HEK293T DAGLB membrane lysate, EnzChek fluorogenic substrate | AID 504411 | inhibition, % at 5.17 µM; in the data active means inhibition above about 34%;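 further: 0% = enzyme with vehicle and 100% = wells lacking enzyme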
Numbers without * were called inactive; · = no result given.

SMILES	C-LANA FP	NSD2 inh	Cardiac RTF inh	V-ATPase pH	Keap1-Nrf2 PPI	Pemphigus Ab inh	CAL PDZ FP-1	Arr AP2 block	CAL PDZ FP-2	DAGLB inhibitor
CN(C)c1cccc(C(=O)OC(C(=O)Nc2ccc(Cl)cc2C(F)(F)F)c2ccccc2)c1 (stereo not given)	-0.7	-3	-12	4	-1	107	0	-2	-0.2	-18
COCCN(C(=O)COC(=O)C1=COCCO1)c1c(N)n(Cc2ccccc2)c(=O)[nH]c1=O	0.9	-1	-7	-1	0	·	-4	-11	-1.7	-4
COc1ccccc1-n1cnnc1SCC(=O)Nc1cc(C)on1	-0.4	-1	3	0	1	105	2	0	-2.6	0
CC(=O)N1CCC2(CC1)C/C(=N\NC(=S)Nc1ccccc1F)c1cc(O)ccc1O2	1.0	-1	0	10	-6	100	6	13	-2.3	1
CN(c1ccc(C(=O)Nc2ccccc2C(F)(F)F)cc1)S(C)(=O)=O	1.8	-4	-10	-3	2	106	5	-4	-0.2	1
Cc1ccc(C(=O)O)cc1S(=O)(=O)NCC1CCCO1 (stereo not given)	0.3	3	-2	-8	-3	101	0	11	-1.0	-4
O=C(Nc1ccc(NC(=O)c2ccccc2F)cc1)c1ccccc1F	7.5	-1	-5	2	-2	124	5	-10	0.4	4
COc1ccc(CCNc2ncnc3c2c(C)c(C)n3CCO)cc1OC	-0.6	1	-6	-1	6	101	1	-3	0.7	2
Cc1cc(C)n2cc(CSc3nnnn3-c3ccccc3)nc2n1	-1.1	-2	-21	2	-7	90	-2	15	-3.8	-1
O=C(Nc1ccccc1Oc1cccnc1)C1CCCN(C/C=C/c2ccccc2)C1 (stereo not given)	-2.0	4	0	7	-2	115	-1	12	-4.2	-5
COc1ccc(NC2CCCN(C(=O)c3ccc(C)c(N4CCNC4=O)c3)C2)cc1 (stereo not given)	1.2	6	-2	1	-4	98	-3	-5	-2.4	1
CSc1cc(C)c(OCC(=O)Nc2ccc(NC(C)=O)cc2)c(C)c1	-0.7	-2	4	-1	-1	98	·	2	-0.2	5
c1ccc(N2CCN(c3ccc4nncn4n3)CC2)nc1	-0.7	·	-7	-1	-3	99	·	-9	-0.6	-4
CC(C)N(Cc1nc(-c2ccc(Cl)cc2)no1)C(=O)CCC1CCCC1	-1.5	·	-1	5	-1	99	·	-9	-1.4	-18
CCCCn1c(N)c(N(Cc2ccccc2OC)C(=O)CN2C(=O)NC(C)(c3ccccc3)C2=O)c(=O)[nH]c1=O (stereo not given)	-1.8	-1	-3	0	1	121	4	15	-0.9	1
COC(=O)[C@H](Cc1ccccc1)NC(=O)C1CCN(C(=O)[C@H](C)NS(=O)(=O)c2ccc(C)cc2)CC1	1.1	·	3	0	-4	98	-2	-1	-2.5	2
COc1ccc(C(=O)NCC(=O)N/N=C/c2c(C)[nH]c3ccccc23)cc1	0.7	-3	-1	-4	-2	93	1	-2	1.9	2
COC(=O)N/N=C(\C)c1ccc(OC(F)F)cc1OC(F)F	-0.2	-5	17*	0	5	99	-4	·	-2.2	4
O=Cc1ccc(-c2ccc(Cl)cc2Cl)[nH]1	-1.1	-8	2	5	-1	99	1	9	-2.9	0
CC(=O)NC(Cc1cccc(F)c1)C(=O)NC1CCN(C(=O)Nc2ccc(C)cc2)CC1 (stereo not given)	0.4	12	5	-4	-3	118	·	5	1.2	-4
COc1ccc(-c2cc(=O)c3ccccc3o2)cc1	0.6	·	-3	-1	-6	101	-2	6	-2.2	-3
Brc1cc(Br)cc(CN2CCSCC2)c1	·	0	·	0	·	99	·	13	·	·
COc1ccc(CC(=O)O/N=C(\N)Cc2ccc(OC)cc2)cc1	-1.4	-5	-10	1	-2	91	-2	-3	-3.3	-6
Cc1ccccc1NS(=O)(=O)c1cc2c3c(c1)C(C)C(=O)N3CCC2 (stereo not given)	0.3	21	6	-3	0	·	-4	22	-2.1	-3
COc1ccc(C(=O)c2ccc(N(C)C)cc2)c(OC)c1	-1.8	4	-7	-2	0	97	·	-8	-0.7	1

Next section.
SMILES	C-LANA FP	NSD2 inh	Cardiac RTF inh	V-ATPase pH	Keap1-Nrf2 PPI	Pemphigus Ab inh	CAL PDZ FP-1	Arr AP2 block	CAL PDZ FP-2	DAGLB inhibitor
Cc1ccc(C)c(OCC(=O)N2CCN(c3ncccn3)CC2)c1	0.3	-6	-5	0	-3	96	2	9	0.2	-2
CCOC(=O)Cc1c(C)c2ccc(N(CC)CC)cc2oc1=O	0.4	·	-14	-3	-4	107	1	-7	-3.4	-3
Cc1noc(C(=O)Nc2c(C)n(C)n(-c3ccccc3)c2=O)c1Cl	0.4	·	0	2	-2	97	·	-8	0.1	3
COc1ccc(-n2ncc3c2CC(C)(C)CC3NC(=O)CCn2cncn2)cc1 (stereo not given)	0.0	1	-9	0	5	107	-1	-7	-2.3	-2
Cc1cc(C)c2c3c(sc2n1)C(c1ccccc1)C(C#N)=C(N)O3 (stereo not given)	0.5	0	-2	-5	-3	96	-5	37	·	-5
CC1CCC(NC(=O)CSc2nncn2C)CC1 (stereo not given)	0.7	-2	3	-1	1	92	·	-1	-0.4	-2
O=C(O)c1ccc(NC(=S)NC(=O)c2ccc(-c3ccc(Br)cc3)o2)cc1	12	2	-1	1	-2	·	-2	-12	-4.1	3
COc1ccc(S(=O)(=O)NC2CC(=O)N(c3ccccc3)C2)cc1C (stereo not given)	0.1	-1	-1	-3	-3	95	-5	0	-2.2	-1
COc1ccc(S(=O)(=O)ON=C2CC(C)(C)N(C(C)=O)C(C)(C)C2)cc1	-2.1	-3	2	4	-1	107	·	-16	0.0	3
O=C(Cc1ccccc1)NCCSCc1ccc(Cl)cc1	-0.6	-1	-2	-1	-3	126	-2	7	-0.4	-8
CCCC1CCc2c(sc(NC(=O)c3cccs3)c2C(N)=O)C1 (stereo not given)	0.2	-5	-2	-1	-1	95	-3	-8	-3.9	-1
Cn1c(NC(=O)c2cccs2)cc(=O)n(C)c1=O	0.0	·	-3	-2	-5	98	·	2	0.1	-3
COc1ccc(S(=O)(=O)Oc2ccccc2C(N)=O)cc1	1.0	-1	-3	-2	-3	104	·	-2	0.0	0
Cc1ccc(NC(=O)/C=C/c2ccco2)cc1S(=O)(=O)N1CCCCCC1	0.4	·	7	-2	-2	93	-11	-15	-3.6	1
COC(=O)c1cccc(S(=O)(=O)N2CCC(C)CC2)c1	-2.1	3	-4	1	-3	104	-3	5	-0.4	-7
O=C(c1ccccc1)N1CCN(c2ccc([N+](=O)[O-])c(NCc3cccnc3)c2)CC1	1.6	7	2	-2	2	103	-2	-3	-0.2	2
COC(=O)CC1=C(C(=O)OC)C(c2ccncc2)C(C#N)=C(N)O1 (stereo not given)	2.0	8	-10	4	0	110	3	8	-0.4	-2
O=C(CCC(=O)OCC(=O)c1ccc(Br)cc1)Nc1ccc(Br)c2cccnc12	-1.8	-3	-1	-2	0	99	6	0	0.0	-1
CC(C(=O)N1CCOCC1)c1ccc([N+](=O)[O-])cc1 (stereo not given)	0.4	-1	2	2	0	98	-1	4	-3.2	-1
CC(=O)c1cccc(NC(=O)COC(=O)c2cccs2)c1	-0.8	-2	-4	1	-4	101	-2	10	-2.5	-2
C=CCCCN(Cc1ccccc1)S(=O)(=O)c1ccccc1Br	0.9	·	-18	-1	-6	102	1	0	-0.5	-16
Cc1cc(C(=O)OCC(=O)Nc2nccs2)c2ccccc2n1	-0.1	·	5	-4	-4	98	-2	5	-3.6	0
CCn1c(C(=O)O)c(CC(=O)Nc2cccc(C(F)(F)F)c2)c2ccccc21	-1.1	-1	-3	-2	4	89	-3	-24	-0.2	10
O=C(COC(=O)CCC1CCCC1)Nc1ccc(Cl)cn1	-0.3	-1	2	2	-1	98	·	19	-0.2	-4
CCOCCCNC(=O)/C(C#N)=C/c1ccc([N+](=O)[O-])o1	0.9	2	-2	16	-6	·	1	-5	0.0	0

Continued:
SMILES	C-LANA FP	NSD2 inh	Cardiac RTF inh	V-ATPase pH	Keap1-Nrf2 PPI	Pemphigus Ab inh	CAL PDZ FP-1	Arr AP2 block	CAL PDZ FP-2	DAGLB inhibitor
Cc1ccc(CNC(=O)CSCc2ccc(F)cc2)cc1	0.0	-1	-5	-2	-2	130	-5	-9	-2.4	-5
Cc1ccc(OCc2nnc(SCCN3CCOCC3)n2C)cc1	-0.2	·	2	2	-3	·	-5	5	0.1	-6
Cc1nn(C)c(C)c1NC(=O)/C(C#N)=C\N(C)C	-2.4	-3	6	1	-2	100	·	44	-0.8	1
CC(Cc1ccsc1)NC(=O)CCc1nnc(CCc2ccccc2)o1 (stereo not given)	-0.7	-2	5	-3	-3	85	-2	2	-1.6	-1
O=C(NCc1ccc2c(c1)OCO2)C1CCC(CNc2c(N3CCCC3)c(=O)c2=O)CC1 (stereo not given)	0.9	·	-6	-2	3	102	·	-6	-1.0	-1
N#Cc1c(N)n(CCNC(=O)c2ccc(Cl)cc2)c2nc3ccccc3nc12	-0.7	-1	-15	1	3	106	-7	29	-2.1	3
Cc1ccc(NC(=O)CSc2ccc(-c3ccco3)nn2)c(C)c1	-0.1	-1	-6	-4	-2	110	1	20	-0.1	0
CC(/C=N/NC(=O)c1cc(-c2cccs2)[nH]n1)=C\c1ccccc1	0.3	-2	-6	1	-5	102	3	5	-1.6	2
COc1ccc(-n2ncc(S(=O)(=O)c3ccccc3)c2-c2ccc(Cl)cc2)cc1	-1.9	0	-5	-1	1	105	-2	6	-1.4	-2
c1csc(-c2nc3ccccc3[nH]2)c1	-0.2	-2	-9	3	0	103	-6	19	-3.8	-2
Cc1ccc(S(=O)(=O)NCCOc2nc(N3CCOCC3)nc(N3CCOCC3)n2)cc1	0.5	-3	-14	0	-5	110	·	5	-3.0	2
O=C(Nc1ccc(F)c(S(=O)(=O)N2CCOCC2)c1)C1CCCCC1	-2.7	-9	-9	-1	1	107	-1	-4	-0.7	-1
O=C(N/N=C/c1cc([N+](=O)[O-])c(N2CCOCC2)cc1N1CCOCC1)c1cccnc1	-0.6	9	-2	0	0	101	-1	-7	0.4	3
CCCCCOC(=O)C(C)Sc1n[nH]c(=O)[nH]c1=O (stereo not given)	1.5	-2	-6	3	-1	84	-3	1	-3.6	0
O=C(NCc1cccc(Cl)c1)c1cccnc1	0.5	6	-2	-1	0	·	-4	-1	-2.6	0
COc1ccc([C@H]2CC(=O)C=C(c3ccc(-c4ccccc4)cc3)C2)cc1OC	2.7	·	0	-3	-5	99	0	12	-0.8	-1

Pulled one by one from the entries so far (2):
SMILES	C-LANA FP	NSD2 inh	Cardiac RTF inh	V-ATPase pH	Keap1-Nrf2 PPI	Pemphigus Ab inh	CAL PDZ FP-1	Arr AP2 block	CAL PDZ FP-2	DAGLB inhibitor
O=C(NCc1ccc2c(c1)OCO2)C1CCC(CNc2c(N3CCCC3)c(=O)c2=O)CC1 (stereo not given)	0.9	·	-6	-2	3	102	·	-6	-1.0	-1
O=C(CCC(=O)OCC(=O)c1ccc(Br)cc1)Nc1ccc(Br)c2cccnc12	-1.8	-3	-1	-2	0	99	6	0	0.0	-1

Source: PubChem (several laboratories)

A portion of the library. The share of hits here may be higher or lower than overall.
